# Screening results: PubChem, National Center for Advancing Translational Sciences (NCATS)
# G9a inh: qHTS Assay for Inhibitors of Histone Lysine Methyltransferase G9a | G9a H3K9 monomethylation, AlphaScreen, 2 h | 8.8% of 350,000 active | Potency, µM (doses to about 102 µM), for inactives: at the top dose activity, negative = inhibition, usual class: inhibitors; also: nearly all actives have a fitted effect of over 75% in size
#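 AlphaScreen detection with an anti-monomethyl H3K9 antibody quantified product after a 2 h room-temperature reaction containing 500 nM biotinylated H3K9 peptide, 20 µM SAM and 20 nM enzyme, which had been preincubated 15 min with compound.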
# BLM inh: qHTS Assay for Inhibitors of Bloom's syndrome helicase (BLM) | Potency, µM (top dose mostly 56.1 µM), without a hit: at the highest dose activity change, negative = inhibition, usual class: inhibitors | RecQ-like DNA helicase BLM (Homo sapiens), P54132 | recombinant BLM DNA unwinding, fluorescence dequenching | 0.2% of 350,000 active | AID 2528, 2010;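 also: plate controls were vehicle for no effect and no enzyme for full effect; nearly all actives have a fitted effect of over 35% in size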
# POLK inh: qHTS for Inhibitors of Polymerase Kappa; AID 588579, 2011; 0.53% of 400,000 active; Potency, µM (highest dose often 107 µM), for inactives: at the highest dose activity, negative = inhibition, most hits filed as inhibitors; purified Pol kappa, fluorescent DNA synthesis assay, 10 min
# Target sequence (Q9UBT6 whole entry, looked up): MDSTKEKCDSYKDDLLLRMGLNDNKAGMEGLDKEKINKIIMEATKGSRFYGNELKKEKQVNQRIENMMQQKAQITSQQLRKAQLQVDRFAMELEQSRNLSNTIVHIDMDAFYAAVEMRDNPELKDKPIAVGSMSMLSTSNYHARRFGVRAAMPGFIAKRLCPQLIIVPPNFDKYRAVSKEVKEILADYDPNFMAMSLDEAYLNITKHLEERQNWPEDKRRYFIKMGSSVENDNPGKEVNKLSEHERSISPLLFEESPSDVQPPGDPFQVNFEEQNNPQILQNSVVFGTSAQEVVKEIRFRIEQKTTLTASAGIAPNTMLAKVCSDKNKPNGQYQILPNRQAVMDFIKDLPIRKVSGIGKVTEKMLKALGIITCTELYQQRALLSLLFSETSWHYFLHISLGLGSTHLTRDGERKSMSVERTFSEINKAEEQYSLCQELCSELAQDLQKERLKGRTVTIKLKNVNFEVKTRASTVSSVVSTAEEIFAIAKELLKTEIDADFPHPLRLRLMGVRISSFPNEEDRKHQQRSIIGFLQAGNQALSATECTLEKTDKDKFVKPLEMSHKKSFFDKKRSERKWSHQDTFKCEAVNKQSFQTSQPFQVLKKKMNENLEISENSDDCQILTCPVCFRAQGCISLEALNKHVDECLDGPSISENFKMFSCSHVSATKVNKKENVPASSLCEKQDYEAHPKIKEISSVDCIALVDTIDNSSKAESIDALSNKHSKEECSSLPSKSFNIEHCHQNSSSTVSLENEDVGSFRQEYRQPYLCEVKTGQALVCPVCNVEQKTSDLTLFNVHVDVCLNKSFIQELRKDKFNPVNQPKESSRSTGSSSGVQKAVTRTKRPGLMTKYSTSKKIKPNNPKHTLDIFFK
#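 Activity was followed as the change in fluorescence between reads at 0 and 10 min after starting the reaction with 50 nM substrate. Beforehand, 10 nM polymerase had been preincubated with compound for 15 min at room temperature.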
# An asterisk follows results filed as active; ? = inconclusive; & = joins results of further samples; [ ] = another dose, or the depositor's remark. Calls follow the shape of the dose curve; as a rule, active = well fitted curve in the direction sought with a large enough effect; inconclusive = small, poorly fitted or top-dose-only effect, or another doubt; inactive = no such curve, though single readings can be large; an effect the other way counts as inactive or inconclusive. Unless noted, % is scaled to controls: 0 for no effect and ±100 for the full control effect; potency is read from the fitted curve at half-maximal effect.
G9a inh | BLM inh | POLK inh | Structure
0%[12.7 µM] | 1% | 4%[19.4 µM] | CCC1OC(=O)C[C@@H](O)[C@H](C)[C@@H](OC2OC(C)CC(N(C)C)C2O)[C@@H](CC=O)C[C@@H](C)C(=O)/C=C/[C@]2(C)OC2C1C (stereo partly drawn)
-43%[12.7 µM] | -4% | -7%[19.4 µM] | Cc1cc(CC(=O)O)c(C)n1-c1ccc(Cl)cc1
-50%[12.7 µM] | 2% | 6%[19.4 µM] | CCOC(CN1CCN(CC(C)C(=O)c2ccccc2)CC1)c1ccccc1 (stereo not drawn)
-4%[12.7 µM] | -4% | -6%[19.4 µM] | COC1CC2CCC(C)[C@](O)(O2)C(=O)C(=O)N2CCCCC2C(=O)OC(C(C)CC2CCC(O)C(OC)C2)CC(=O)C(C)/C=C(/C)C(O)C(OC)C(=O)C(C)CC(C)C=CC=C/C=C\1C (stereo partly drawn)
38%[21.5 µM] | 2%[21.4 µM] | -1%[19.4 µM] | C[C@H]1C[C@@H]2[C@@H]([C@@H](O)C[C@@]3(C)[C@H]2CC[C@]3(O)C(=O)CO)[C@@]2(C)C=CC(=O)C=C12
12%[59 µM] | -14% | -12%[60.1 µM] | COc1c(C)c2c(c(O)c1CC=C(C)CCC(=O)OCCN1CCOCC1)C(=O)OC2
-23%[12.7 µM] | 0% | 5%[19.4 µM] | Cc1c(F)c(N2CCNC(C)C2)cc2c1c(=O)c(C(=O)O)cn2C1CC1 (stereo not drawn)
-8%[12.7 µM] | -11% | -3%[19.4 µM] | Nc1ncnc2c1ncn2CCOCP(=O)(O)O
35%[21.5 µM] | 2%[21.4 µM] | -3%[12 µM] | Cc1cccc(C)c1NC(=O)[C@H](C)N
-25%[12.7 µM] | -10% | -10%[19.4 µM] | C[C@]12O[C@H](C[C@]1(O)CO)n1c3ccccc3c3c4c(c5c6ccccc6n2c5c31)CNC4=O
23%[21.5 µM] | -13%[21.4 µM] | -5%[19.4 µM] | C[C@@H]1Cc2ccccc2N1NC(=O)c1ccc(Cl)c(S(N)=O)c1 (stereo partly drawn)
? | 0% | 9%[19.4 µM] | CCCC(=O)Nc1c(I)cc(I)c(C[C@H](CC)C(=O)O)c1I

# Another view of 4 compounds above.
Cc1c(F)c(N2CCNC(C)C2)cc2c1c(=O)c(C(=O)O)cn2C1CC1 (stereo not drawn)
  G9a inh: -23%[12.7 µM]
  BLM inh: 0%
  POLK inh: 5%[19.4 µM]

CCC1OC(=O)C[C@@H](O)[C@H](C)[C@@H](OC2OC(C)CC(N(C)C)C2O)[C@@H](CC=O)C[C@@H](C)C(=O)/C=C/[C@]2(C)OC2C1C (stereo partly drawn)
  G9a inh: 0%[12.7 µM]
  BLM inh: 1%
  POLK inh: 4%[19.4 µM]

Nc1ncnc2c1ncn2CCOCP(=O)(O)O
  G9a inh: -8%[12.7 µM]
  BLM inh: -11%
  POLK inh: -3%[19.4 µM]

CCOC(CN1CCN(CC(C)C(=O)c2ccccc2)CC1)c1ccccc1 (stereo not drawn)
  G9a inh: -50%[12.7 µM]
  BLM inh: 2%
  POLK inh: 6%[19.4 µM]

# Shown in CSV form: part of the list above.
SMILES,G9a inh,BLM inh,POLK inh
COc1c(C)c2c(c(O)c1CC=C(C)CCC(=O)OCCN1CCOCC1)C(=O)OC2,12%[59 µM],-14%,-12%[60.1 µM]
C[C@@H]1Cc2ccccc2N1NC(=O)c1ccc(Cl)c(S(N)=O)c1 (stereo partly drawn),23%[21.5 µM],-13%[21.4 µM],-5%[19.4 µM]
CCC1OC(=O)C[C@@H](O)[C@H](C)[C@@H](OC2OC(C)CC(N(C)C)C2O)[C@@H](CC=O)C[C@@H](C)C(=O)/C=C/[C@]2(C)OC2C1C (stereo partly drawn),0%[12.7 µM],1%,4%[19.4 µM]
C[C@H]1C[C@@H]2[C@@H]([C@@H](O)C[C@@]3(C)[C@H]2CC[C@]3(O)C(=O)CO)[C@@]2(C)C=CC(=O)C=C12,38%[21.5 µM],2%[21.4 µM],-1%[19.4 µM]

# The list goes on:
G9a inh | BLM inh | POLK inh | Structure
? | -11% | -7%[19.4 µM] | CC1=C(/C=C/C(C)=C\C=C\C(C)=C\C=C\C=C(C)\C=C\C=C(C)\C=C\C2=C(C)C[C@@H](O)CC2(C)C)C(C)(C)C[C@H](O)C1
-4%[12.7 µM] | -6% | 0%[19.4 µM] | Cc1cccc(C)c1NC(=O)NC1=CCCN1C
-7%[59 µM] | -6% | -26%[60.1 µM] | C#C[C@]1(OC(C)=O)CC[C@H]2[C@@H]3CCC4=C[C@@H](OC(C)=O)CC[C@@H]4[C@H]3CC[C@@]21C
? | 5%[21.4 µM] | -3%[19.4 µM] | CC1(C)O[C@@H]2C[C@H]3[C@H]4C[C@H](F)C5=CC(=O)CC[C@]5(C)[C@@H]4[C@H](O)C[C@]3(C)[C@]2(C(=O)CO)O1
-43%[12.7 µM] | -1% | 6%[19.4 µM] | O=S(=O)(O)CCCS(=O)(=O)O
-28%[5.15 µM] | -2%[21.4 µM] | 8%[12 µM] | C[C@H]1CS(=O)(=O)CCN1/N=C\c1ccc([N+](=O)[O-])o1
-38%[2.33 µM] | -8% | -8%[60.1 µM] | N[C@@H]1C(O)OC(CO)C(O)C1O (stereo partly drawn)
? | 0% | 4%[19.4 µM] | COc1ccc2c(c1)OC(C)(C)C(c1ccccc1)C2c1ccc(OCCN2CCCC2)cc1 (stereo not drawn)
7.9µM* | 2%[21.4 µM] | -4%[19.4 µM] | CCCC[C@H]1C(=O)N(c2ccccc2)N(c2ccc(O)cc2)C1=O
20%[59 µM] | 5% | -1%[60.1 µM] | NS(=O)(=O)c1cc2c(cc1Cl)N[C@H](Cc1ccccc1)NS2(=O)=O
-31%[12.7 µM] | 26% | 1%[19.4 µM] | CCNC(=O)[C@@H]1CCCN1C(=O)[C@H](CCCN=C(N)N)NC(=O)[C@H](CC(C)C)NC(=O)[C@@H](Cc1c[nH]c2ccccc12)NC(=O)[C@H](Cc1ccc(O)cc1)NC(=O)[C@H](CO)NC(=O)[C@H](Cc1c[nH]c2ccccc12)NC(=O)[C@H](Cc1cnc[nH]1)NC(=O)[C@@H]1CCC(=O)N1
4%[12.7 µM] | 2%[21.4 µM] | -11%[12 µM] | CC(=O)O[C@H]1C[C@@]2(C)[C@H](C[C@@H](O)[C@H]3[C@@]4(C)CC[C@@H](O)[C@@H](C)[C@H]4CC[C@@]32C)C1=C(CCC=C(C)C)C(=O)O

# Next compounds follow:
G9a inh | BLM inh | POLK inh | Structure
? | -4% | 2%[19.4 µM] | CN(C)CCC=C1c2ccccc2C(C)(C)c2ccccc21
7%[59 µM] | 4% | -4%[60.1 µM] | COC(=O)[C@@H]1CC2=CC(=O)CC[C@]2(C)[C@@]23O[C@@H]2C[C@@]2(C)[C@@H](CC[C@@]24CCC(=O)O4)[C@H]13
-29%[12.7 µM] | -2% | 4%[19.4 µM] | CC(C)CCCC(C)NC(C)C (stereo not drawn)
-6%[12.7 µM] | 0% | 4%[19.4 µM] | CCCCCCCCCCCCCCCC(=O)OCC(COP(=O)(O)OCC[N+](C)(C)C)OC(=O)CCCCCCCCCCCCCCC (stereo not drawn)
12%[12.7 µM] | -3% | -2%[19.4 µM] | Oc1ccccc1C=NCc1ccccc1
3%[12.7 µM] | -10% | 3%[19.4 µM] | Nc1nc2c(ncn2CCC(CO)CO)c(=O)[nH]1
2%[59 µM] | -4% | -30%[60.1 µM] | C[C@]12CC[C@@H]3c4ccc(O)cc4CC[C@H]3[C@@H]1CCC2OC(=O)CCC1CCCC1 (stereo partly drawn)
11%[12.7 µM] | -11% | -1%[19.4 µM] | CC1(C)O[C@@H]2C[C@H]3[C@@H]4CCC5=CC(=O)C=C[C@]5(C)[C@H]4C(O)C[C@]3(C)[C@]2(C(=O)CO)O1 (stereo partly drawn)
-30%[2.33 µM] | 1%&-4% | 6%[19.4 µM] | CNC1=CN(O)C(c2ccccc2)=c2cc(Cl)ccc2=N1
2%[21.5 µM] | 2%[21.4 µM] | -13%[19.4 µM] | CO[C@H]1C[C@@H](O[C@@H]2[C@H](C)[C@H](O[C@@H]3O[C@@H](C)C[C@@H](N(C)C)[C@@H]3O)[C@H](C)C[C@]3(CO3)C(=O)[C@H](C)[C@H](O)[C@H](C)[C@H](C)OC(=O)[C@@H]2C)O[C@@H](C)[C@H]1O
2%[12.7 µM] | -14% | -7%[19.4 µM] | COc1cc(O)cc(O)c1
-1%[2.33 µM] | 6% | -5%[60.1 µM] | CC1CC2C3CCC4=CC(=O)C=C[C@@]4(C)[C@]3(F)C(O)C[C@]2(C)[C@]1(O)C(=O)COP(=O)(O)O (stereo partly drawn)

# Other compounds:
G9a inh | BLM inh | POLK inh | Structure
27%[59 µM] | -12% | -5%[60.1 µM] | C=C(C)C1CC=C(C)CC1 (stereo not drawn)
-42%[2.33 µM] | -2% | 8%[19.4 µM] | CC(CC=O)CCCC(C)(C)O (stereo not drawn)
182%[activator][59 µM] | 3% | -3%[60.1 µM] | O=C(/C=C/c1ccccc1)OCc1ccccc1
20%[59 µM] | -7% | 3%[60.1 µM] | C[C@]12CCC(=O)C=C1CC[C@@H]1[C@H]2[C@@H](O)C[C@@]2(C)[C@H]1CC[C@]2(O)C(=O)CO
? | -11% | -19%[19.4 µM] | O=C1/C(=C\c2cccs2)CCC/C1=C/c1cccs1
1%[12.7 µM] | 5% | -4%[19.4 µM] | O=C(O)c1ccccc1-c1ccc(C(F)(F)F)cc1
31%[59 µM] | 3% | 2%[60.1 µM] | CC(=O)OCC(=O)[C@@]1(O)CCC2C3C[C@H](C)C4=CC(=O)C=CC4(C)C3C(O)CC21C (stereo partly drawn)
13%[59 µM] | -6% | 3%[60.1 µM] | CCCCc1ncc(/C=C(\Cc2cccs2)C(=O)O)n1Cc1ccc(C(=O)O)cc1
9%[5.15 µM] | -1%[21.4 µM] | -3%[12 µM] | CCCCC[C@H](O)/C=C\[C@H]1[C@H](C/C=C\CCCC(=O)O)[C@@H](O)C[C@H]1O (tested in a mixture with another compound)
-32%[12.7 µM] | 6% | -1%[19.4 µM] | CC(CSC(=O)c1ccccc1)C(=O)N1C[C@@H](Sc2ccccc2)C[C@H]1C(=O)O (stereo partly drawn)
-3%[12.7 µM] | 6% | 8%[19.4 µM] | CCC(CCC(C)C1CCC2C3CC=C4CC(O)CC[C@@]4(C)C3CC[C@@]12C)C(C)C (stereo partly drawn)
27%[21.5 µM] | 5%[21.4 µM] | -8%[12 µM] | CO[C@@H]1C[C@H](O[C@H]2[C@@H](C)[C@H](O[C@@H]3O[C@@H](C)C[C@@H](N(C)C)[C@@H]3OC(C)=O)[C@H](C)C[C@]3(CO3)C(=O)[C@H](C)[C@H](OC(C)=O)[C@H](C)[C@H](C)OC(=O)[C@@H]2C)O[C@H](C)[C@@H]1OC(C)=O

# Additional structures:
G9a inh | BLM inh | POLK inh | Structure
? | -2% | -7%[19.4 µM] | COC1C=CO[C@@]2(C)Oc3c(C)c(O)c4c(O)c(c(C=NN5CCN(C)CC5)c(O)c4c3C2=O)NC(=O)/C(C)=C\C=CC(C)C(O)[C@@H](C)C(O)C(C)[C@H](OC(C)=O)C1C (stereo partly drawn)
-6%[12.7 µM] | -4%[21.4 µM] | 1%[19.4 µM] | CCc1cccc2c3c([nH]c12)[C@@](CC)(CC(=O)O)OCC3
-33%[12.7 µM] | 3% | 1%[19.4 µM] | COc1ccc(C2(C#N)CCC(C(=O)O)CC2)cc1OC1CCCC1 (stereo not drawn)
11%[21.5 µM] | 22%[21.4 µM] | -11%[12 µM] | COc1cc2nc(N(C)CCCNC(=O)[C@@H]3CCCO3)nc(N)c2cc1OC
-6%[12.7 µM] | 5% | 4%[19.4 µM] | CCC(=O)Nc1ccc(O)cc1
-4%[12.7 µM] | 0% | 0%[19.4 µM] | O=C(O)COc1nn(Cc2ccccc2)c2ccccc12
-23%[12.7 µM] | 0% | -2%[19.4 µM] | CC1=C(C)C(=O)C(C(CCCCCC(=O)O)c2ccccc2)=C(C)C1=O (stereo not drawn)
32%[59 µM] | -8% | 1%[60.1 µM] | CC(=O)CCC(=O)O
23%[59 µM] | 5% | -6%[60.1 µM] | CC(=O)Oc1ccc(C)cc1
-2%[21.5 µM] | -2%[21.4 µM] | -3%[19.4 µM] | Cc1cccc(CN2CCN([C@@H](c3ccccc3)c3ccc(Cl)cc3)CC2)c1
? | -22% | -14%[19.4 µM] | C=C1C(=CC=C2CCC[C@@]3(C)[C@@H]2CC[C@H]3[C@H](C)CCCC(C)C)C[C@@H](O)C[C@@H]1O
? | -11% | 3%[19.4 µM] | O=C(CN1CCN(Cc2ccc3c(c2)OCO3)CC1)N1c2ccccc2Sc2ccccc21
-7%[12.7 µM] | 2% | 3%[19.4 µM] | Nc1cccc2c1CN(C1CCC(=O)NC1=O)C2=O (stereo not drawn)

# This is a subset; rates above refer to the full screens.
